Screens (PubChem)
Luc counter = Counterscreen for Luciferase (Kinase-Glo TM) Inhibition | Luciferin 4-monooxygenase (Photuris pensylvanica), Q27757 | Kinase-Glo luciferase, ATP luminescence, 8 min | Potency, µM (top dose mostly 38.3 µM), for the others: at the top dose activity change, negative = inhibition, most hits filed as inhibitors | hit rate 0.28% among 200,000; further: potency means the concentration at half of the fitted maximal effect; on the % scale 0 is the no-effect control and ±100 the full control effect; nearly all actives have a fitted effect of over 60% in size
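Recombinant Kinase-Glo luciferase, 10 uM ATP (linear range), luciferin; imidazole pH 7.2 / KCl / MgCl2 / Tween / BSA buffer; 8 min RT; luminescence.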
LMNA splice mod = qHTS Assay for Modulators of Lamin A Splicing; HeLa LMNA splicing GFP/RFP minigene ratio, 48 h; Potency, µM (titrated, usually from 46.1 µM), without a hit: at the top dose ratio change, negative = inhibition, most hits filed as inhibitors; hit rate 0.01% among 200,000; active means well fitted inhibition curve with a large enough effect in the signal ratio, with a control signal flat, not every such curve was filed as active; inconclusive means small, poorly fitted or top-dose-only effect, or effect the other way, or a change in a side signal; the % refers to the signal ratio; further: potency means the concentration at half of the fitted maximal effect; on the % scale 0 is the no-effect control and ±100 the full control effect
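S3 HeLa stable clones carrying a lamin A-EGFP splicing minigene plus DsRed2 were seeded at 600 cells/well in Opti-MEM with 2% FBS, pin-dosed and incubated 48 h at 37°C. Acumen cytometry (488 nm) gave the GFP/RFP total-intensity ratio.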
NPSR antag = qHTS Assay for Antagonists of the Neuropeptide S Receptor: cAMP Signal Transduction | Potency, µM (doses to about 38.3 µM), for inactives: top-dose activity change, negative = inhibition, hits mostly inhibitors | hit rate 1% among 220,000 | CHO-NPSR cells, cAMP TR-FRET, antagonist mode; further: potency means the concentration at half of the fitted maximal effect; on the % scale 0 is the no-effect control and ±100 the full control effect; nearly all actives have a fitted effect of over 50% in size; many of its hits are not listed in these tables
CBFb RUNX1 block = qHTS Assay for Compounds Blocking the Interaction Between CBF-beta and RUNX1 for the Treatment of Acute Myeloid Leukemia. 230,000 tested, under 10 active. Potency, µM (top dose mostly 59.8 µM), without a hit: top-dose activity, negative = inhibition, usual class: inhibitors. AlphaScreen CBFb-His/RUNX1-biotin binding, biochemical. AID 1477, 2009. Runt-related transcription factor 1 (Homo sapiens) + Core-binding factor subunit beta …; further: % of control where 0% means no effect
Target sequence (Q01196 whole entry, looked up): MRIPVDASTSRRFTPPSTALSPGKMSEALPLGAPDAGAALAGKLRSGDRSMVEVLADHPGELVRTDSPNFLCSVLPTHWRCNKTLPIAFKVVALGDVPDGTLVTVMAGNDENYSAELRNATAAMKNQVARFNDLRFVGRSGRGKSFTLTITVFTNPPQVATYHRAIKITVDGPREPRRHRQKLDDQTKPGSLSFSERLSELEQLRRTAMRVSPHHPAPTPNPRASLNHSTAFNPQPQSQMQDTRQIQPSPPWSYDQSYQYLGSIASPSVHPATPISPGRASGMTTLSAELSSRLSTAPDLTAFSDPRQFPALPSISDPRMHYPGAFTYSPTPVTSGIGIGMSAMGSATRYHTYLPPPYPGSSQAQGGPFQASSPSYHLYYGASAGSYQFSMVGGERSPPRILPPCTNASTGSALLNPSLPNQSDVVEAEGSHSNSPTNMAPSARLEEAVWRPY
Target sequence (Q13951 whole entry, looked up): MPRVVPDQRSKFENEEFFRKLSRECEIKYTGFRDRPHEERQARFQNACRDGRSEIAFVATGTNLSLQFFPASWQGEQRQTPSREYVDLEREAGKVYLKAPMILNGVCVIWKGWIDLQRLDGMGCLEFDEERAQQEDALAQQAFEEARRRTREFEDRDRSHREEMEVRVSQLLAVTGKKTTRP
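CBFb-His/RUNX1-biotin, 30 nM each, preincubated 20 min RT; compound 15 min RT; Ni + streptavidin beads 50 ng each, 90 min RT; AlphaScreen read.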
IMPase Li cell = qHTS Assay for Identifying the Cell-Membrane Permeable IMPase Inhibitors: Potentiation with Lithium. CHO-M1 cells, IP1 TR-FRET (IP-One), carbachol + lithium. Potency, µM (doses to about 59.4 µM), for inactives: at the top dose activity, negative = IMPase inhibition, actives largely listed as inhibitors. hit rate 0.35% among 210,000. AID 1457, 2008;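 further: IP1 builds up when IMPase is blocked and the TR-FRET signal falls; potency means the concentration at half of the fitted maximal effect; plate controls were basal vehicle for no effect and high inhibitor control for full effect; nearly all actives have a fitted effect of over 50% in size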
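CHO cells stably expressing M1 receptor (2000/well, cultured 16–30 h) treated 30 min at 37C with compound plus low lithium. Cytosolic IP1 by TR-FRET (665/620 ratio and 620 channel) after 10 min lysis; AC50 by Hill fit.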
HttQ103 aggreg = qHTS Multiplex Assay to Identify Dual Action Probes in a Cell Model of Huntington: Aggregate Formation (GFP); PC12 HttQ103-GFP aggregates, Acumen cytometry, 40 h; Potency, µM (highest dose often 46.1 µM), without a hit: at the top dose activity change, negative = inhibition, most hits filed as inhibitors; hit rate 1.1% among 220,000; AID 1688, 2009; further: potency means the concentration at half of the fitted maximal effect; on the % scale 0 is the no-effect control and ±100 the full control effect; nearly all actives have a fitted effect of over 60% in size
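Aggregate formation scored by laser-scanning cytometer (488 excitation, 500–530 emission) in lysed PC12 cells expressing Q103-GFP after 100 nM tebufenozide induction; library tested in dose series, with ATPLite reagent added in the multiplex.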
Epigenetic derep = Quantitative High-Throughput Screen for Regulators of Epigenetic Control | murine LDR cells, GFP reporter derepression, 30 h | AID 1865, 2009 | hit rate 0.2% among 280,000 | Potency, µM (highest dose often 53.9 µM), inactives show top-dose GFP activation, usual class: activators; further: potency means the concentration at half of the fitted maximal effect; % of control where 0% means no effect; nearly all actives have a fitted effect of over 60% in size
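Reporter derepression read as number of fluorescent GFP-positive objects, 20-120 um in size, counted by laser-scanning cytometer. Mouse LDR line with an epigenetically silenced CMV-GFP locus; compound incubation 30 h, 37 C.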
The depositor's hits bear a star; ? = inconclusive; nt = not tested or not shown; & = joins results of further samples; [ ] = dose if it differs, or a comment. Unless noted, the call rests on the fitted dose curve; in most records, active means well fitted curve in the direction sought with a large enough effect; inconclusive means small, poorly fitted or top-dose-only effect, or another doubt; inactive means no such curve, though single readings can be large; an effect the other way counts as inactive or inconclusive. Some of the compounds tested. The share of hits here may be higher or lower than overall.

Value order: Luc counter	LMNA splice mod	NPSR antag	CBFb RUNX1 block	IMPase Li cell	HttQ103 aggreg	Epigenetic derep
CN1C[C@H](CO)C=C2c3cccc4[nH]cc(c34)C[C@H]21
  nt	nt	6%	-6%	13%	5%[9.22 µM]	13%
CN1CCN(C(=O)OC2c3nccnc3C(=O)N2c2ccc(Cl)cn2)CC1 (centres undefined)
  1%&-1%	-2%&5%	-12%	-19%&4%	6%&12%&4%	-5%	1.1%&0.0%&-0.2%
CCc1ccc(OCC(=O)N2CCN(Cc3ccc4c(c3)OCO4)CC2)cc1
  -5%	9%[46 µM]	19%	-2%	7%	3%[9.22 µM]	-4.9%
COC(=O)COc1cc(Cl)c(Cl)cc1Cl
  -2%	?	nt	nt	-7%	nt	0.1%
CCCC/C(=N\O)c1c[nH]c2ccccc12
  1%	-19%	2%[46.1 µM]	0%	13%[38.3 µM]	11%	-1.0%
CC1N(O)C2CCCCCC2N1O (centres undefined)
  1%	3%	-1%[46.1 µM]	2%	26%[38.3 µM]	-1%	0.0%
CCN(CC)P(=O)(Oc1ccccc1)Oc1ccccc1
  nt	nt	-15%	3%	nt	-3%[9.22 µM]	-2.2%
O=c1[nH]c(=S)n(-c2ccc(Cl)cc2)c(O)c1C=Nc1ccc(N2CCOCC2)cc1
  0%	3%[46 µM]	-20%	-4%	-5%	?	3.8%
O=c1[nH]c(=O)n(Cc2ccccc2Cl)c(O)c1C=Nc1ccc(F)cc1
  9%	nt	-9%	7%	?	11%	14%
CCOC(=O)CNC(=O)CNC(=O)C(Cc1ccc(N(CCCl)CCCl)cc1)NC(C)=O (centres undefined)
  2%	?	-8%	5%	3%	-20%[9.22 µM]	-1.4%
CCC(C)n1c(O)c(C(c2ccccn2)c2c(O)n(C(C)CC)c(=S)[nH]c2=O)c(=O)[nH]c1=S (centres undefined)
  -11%	-4%	-1%[46.1 µM]	-13%	?	-11%	2.6%
CC(=O)C1(c2ccccc2)CCNCC1
  2%	5%	5%[46.1 µM]	0%	15%[38.3 µM]	-15%	0.0%
COc1cc2c(cc1OC)[C@]13CCN4CC5=CCOC6CC(=O)N2[C@@H]1[C@@H]6C5C[C@@H]43 (some centres undefined)
  -6%	nt	nt	5%[21.7 µM]	8%	nt	-1.1%
COc1cc2c(cc1O)C[C@H]1NCCc3cc4c(c-2c31)OCO4
  -2%	?	-3%	-6%[2.36 µM]	13%	?	2.3%
Cc1ccc(N2C(=O)/C(=C/c3ccc(CN(CCC#N)S(C)(=O)=O)o3)C(=O)NC2=S)cc1
  -5%	-2%	-22%[46.1 µM]	?	1%[38.3 µM]	-7%	-1.1%
Cn1c(=O)c2c(nc(N/N=C/c3c(O)n(-c4ccccc4)c(=S)[nH]c3=O)n2C)n(C)c1=O
  -2%	-10%	3%	nt	25%	-2%	-1.0%
CN1CCCCC1c1cccnc1 (centres undefined)
  nt	nt	nt	-1%	-22%	nt	1.1%
CN1CCN(C(=O)COc2ccc(N(C)S(=O)(=O)c3ccc(F)cc3)cc2)CC1
  4%	nt	8%	6%	5%	0%	-0.2%
CCN[C@]1(c2cccs2)CCCCC1=O
  1%[17.1 µM]	?	nt	-21%[21.7 µM]	1%	21%[20.6 µM]	0.0%[16.9 µM]
C=CCN1C[C@@H](C)N([C@H](c2ccc(C(=O)N(CC)CC)cc2)c2cccc(OC)c2)C[C@@H]1C
  -2%	?	-8%[46.1 µM]	-21%	15%	nt	-0.2%

The closing 2 records of the part before are carried over, then new ones follow:
Value order: Luc counter	LMNA splice mod	NPSR antag	CBFb RUNX1 block	IMPase Li cell	HttQ103 aggreg	Epigenetic derep
CCN[C@]1(c2cccs2)CCCCC1=O
  1%[17.1 µM]	?	nt	-21%[21.7 µM]	1%	21%[20.6 µM]	0.0%[16.9 µM]
C=CCN1C[C@@H](C)N([C@H](c2ccc(C(=O)N(CC)CC)cc2)c2cccc(OC)c2)C[C@@H]1C
  -2%	?	-8%[46.1 µM]	-21%	15%	nt	-0.2%
COc1cccc(NP(=O)(Oc2ccccc2)Oc2ccccc2)c1
  nt	?	-12%[46.1 µM]	-1%	nt	-4%	0.9%
Oc1ccc2c3c1O[C@H]1[C@@H](O)CC[C@]4(O)[C@H](C2)N(CC2CCC2)CC[C@@]314
  -3%[17.1 µM]	?	nt	-7%[21.7 µM]	3%	nt	1.0%[16.9 µM]
CCN(CC)P(=O)(c1nccn1C)N(CC)CC
  -1%	-1%[46 µM]	21%	5%	5%	?	-3.2%
Cc1cc(C)cc(NC(=S)NC2CC3CCCC(C2)N3Cc2cccs2)c1 (centres undefined)
  0%	11%	-14%[46.1 µM]	-7%	3%[38.3 µM]	-21%	0.0%
NC(=S)N/N=C/c1coc2ccccc2c1=O
  2%	-5%	-2%[46.1 µM]	-10%	10%	?	0.0%
CCOC(=O)c1c(C)n(Cc2ccccc2)c2ccc(OCC(O)CN3C(=O)CNC3=O)cc12 (centres undefined)
  1%	19%	?	-4%	-15%[38.3 µM]	22%	1.6%
Cc1ccc(CN2CCN(Cc3ccccc3F)CC2)cc1
  2%	-3%[46 µM]	3%	?	11%	23%	5.4%
CC12CN3CN(C1)CC(c1ccccc1)(C3)C2=O
  -3%	1%	11%[46.1 µM]	11%	3%	-1%	2.4%
C=COCCn1c(C)c(C(C)=O)c2cc(O)ccc21
  2%	nt	-5%	-5%	-13%	-20%[9.22 µM]	-8.7%
COc1cc(OC)cc(C(=O)Nc2ccc(Br)cc2C(=O)c2ccccc2)c1
  0%	-6%	-15%	1%	10%	-1%	-1.0%
O=C(c1ccco1)c1cn(Cc2ccccc2)c2ccccc12
  3%	7%	?	3%	44%[activator][38.3 µM]	9%[9.22 µM]	3.1%
CCCCSP1(=S)NCCCO1 (centres undefined)
  nt	-8%	-1%[46.1 µM]	3%	nt	-14%	-7.2%
C=CC(C)(C)c1c2c(c(O)c3c(=O)c4ccc(O)c(O)c4oc13)C=CC(C)(C)O2
  1%	nt	nt	-12%	33%[activator]	nt	-0.1%
Cc1cccc(-n2c(O)c(/C=N/NC(=O)c3ccncc3)c(=O)[nH]c2=O)c1
  nt	nt	-2%	-29%	nt	-11%[9.22 µM]	15%
COc1ccc(C2SCC(=O)Nc3c2c(C)nn3C2CCOC(C)(C)C2)cc1 (centres undefined)
  -9%	1%	-8%[46.1 µM]	1%	2%[38.3 µM]	-22%	-2.0%
O=[N+]([O-])c1cc(F)c(N2CCCCCC2)cc1N1CCNCC1
  1%	-17%[46 µM]	2%	4%	9%	7%	4.8%
CCc1ccc(CN2CCN(Cc3cc(Br)ccc3O)CC2)cc1
  0%	nt	-18%	4%	6%	-28%	-0.3%
Cc1c(C(=O)N2CCC3(CC2)OCCO3)oc2ccccc12
  0%	-6%	11%[46.1 µM]	22%	7%[38.3 µM]	-17%	0.0%
CC(C)(C)c1nc(NCc2ccc3c(c2)OCO3)c2nnn(Cc3ccccc3Cl)c2n1
  1%	-6%	3%[46.1 µM]	-5%	-16%	9%	-1.8%
CCCC(C)(COC(N)=O)COC(N)=O
  nt	?	nt	13%[21.7 µM]	-12%	7%	nt

Complete entries, looked up by structure.
CCCCSP1(=S)NCCCO1 (centres undefined) in the list: Luc counter: nt; LMNA splice mod: -8%; NPSR antag: -1%[46.1 µM]; CBFb RUNX1 block: 3%; IMPase Li cell: nt; HttQ103 aggreg: -14%; Epigenetic derep: -7.2%
CC(=O)C1(c2ccccc2)CCNCC1 in the list: Luc counter: 2%; LMNA splice mod: 5%; NPSR antag: 5%[46.1 µM]; CBFb RUNX1 block: 0%; IMPase Li cell: 15%[38.3 µM]; HttQ103 aggreg: -15%; Epigenetic derep: 0.0%

(continued)
Value order: Luc counter	LMNA splice mod	NPSR antag	CBFb RUNX1 block	IMPase Li cell	HttQ103 aggreg	Epigenetic derep
C=CCN1C(=O)NC(=O)/C(=C/c2ccc(N(C)C)c(Br)c2)C1=O
  -3%	?	-20%	11%	7%	?	0.8%
Clc1cccc(N2CCNCC2)n1
  -2%	1%[46 µM]	9%	3%	6%	-7%[9.22 µM]	-1.3%
Cc1ccccc1C1=NCC(=O)N(CC(=O)N2CCCCC2)c2sc(C)c(C)c21
  1%	-14%	-14%[46.1 µM]	19%	11%[38.3 µM]	-6%	0.2%
C=CC[n+]1c(-c2ccc(C)cc2)csc1Nc1c(C)n(C)n(-c2ccccc2)c1=O
  4%	?	-30%	-7%	28%	-5%	-1.7%
